GLS inhibitor: inhibitors of human glutaminase (GLS). O94925. GLS enzymatic activity, qHTS titration. Potency, µM (highest dose often 45.5 µM), for the others: at the top dose activity change, negative = inhibition, hits mostly inhibitors. 0.21% of 410,000 active. AID 624170; also: % is scaled to controls: 0 for no effect and ±100 for the full control effect
Target sequence (O94925 whole entry, looked up): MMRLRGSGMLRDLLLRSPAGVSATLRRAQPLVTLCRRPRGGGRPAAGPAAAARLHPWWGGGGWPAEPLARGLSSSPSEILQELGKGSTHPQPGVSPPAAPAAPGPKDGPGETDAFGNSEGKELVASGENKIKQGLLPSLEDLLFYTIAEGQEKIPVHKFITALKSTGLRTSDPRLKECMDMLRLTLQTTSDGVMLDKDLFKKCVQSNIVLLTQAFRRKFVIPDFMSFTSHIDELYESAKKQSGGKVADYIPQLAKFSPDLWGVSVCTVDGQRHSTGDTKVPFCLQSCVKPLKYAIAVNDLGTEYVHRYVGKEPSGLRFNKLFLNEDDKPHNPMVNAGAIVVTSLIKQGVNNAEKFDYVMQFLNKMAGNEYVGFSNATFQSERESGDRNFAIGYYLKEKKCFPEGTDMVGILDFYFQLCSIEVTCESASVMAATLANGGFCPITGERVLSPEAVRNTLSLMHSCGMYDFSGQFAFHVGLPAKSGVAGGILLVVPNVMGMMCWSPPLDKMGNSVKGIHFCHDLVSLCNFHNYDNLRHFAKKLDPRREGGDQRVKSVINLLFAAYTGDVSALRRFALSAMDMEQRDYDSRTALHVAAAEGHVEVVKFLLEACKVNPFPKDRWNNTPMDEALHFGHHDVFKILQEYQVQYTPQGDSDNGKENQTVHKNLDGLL
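Compounds were pin-transferred onto hKGA, after which L-glutamine (1 mM solution) and a detection mix of glutamate oxidase, HRP and Amplex Red were added. Initial and 30 min RT fluorescence reads were collected.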
HP1b chromo inh: blocks HP1-beta chromodomain binding to methylated histone tails. Potency, µM (titrated, usually from 114 µM), inactives show top-dose activity change, negative = inhibition, most hits filed as inhibitors. AlphaScreen HP1-beta / biotin-H3K9me3 peptide binding. 0.56% of 390,000 active; also: nearly all actives have a fitted effect of over 70% in size; inactives centre near 23
Target sequence (P83916 whole entry, looked up): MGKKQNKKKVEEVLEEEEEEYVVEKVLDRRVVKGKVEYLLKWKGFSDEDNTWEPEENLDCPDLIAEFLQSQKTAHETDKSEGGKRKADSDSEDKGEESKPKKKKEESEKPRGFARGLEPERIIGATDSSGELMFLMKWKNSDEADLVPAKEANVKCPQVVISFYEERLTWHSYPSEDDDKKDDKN
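HP1-beta protein (50 nM final) preincubated 30 min at room temperature with biotinylated H3(1-18)K9me3 peptide (50 nM) in PBS pH 7.4, 0.01% Tween-20, then compound added for 30 min. AlphaScreen streptavidin donor/nickel chelate acceptor beads (10 ug/mL final), 30 min dark, luminescence read.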
JMJD2A Tudor inh: blocks the human JMJD2A Tudor domain; AlphaScreen JMJD2A-Tudor / H3K4me3 peptide binding; Potency, µM (doses to about 114 µM), for inactives: top-dose activity change, negative = inhibition, actives largely listed as inhibitors; 4.4% of 390,000 active; O75164; also: % is scaled to controls: 0 for no effect and ±100 for the full control effect; nearly all actives have a fitted effect of over 50% in size
TrxR1 inh: inhibitors of rat thioredoxin reductase 1. recombinant rTrxR1, NADPH fluorescence consumption, selenite substrate. Potency, µM (series often up to 114 µM), for inactives: at the top dose activity change, negative = inhibition, most hits filed as inhibitors. 1% of 390,000 active. AID 588453; also: % is scaled to controls: 0 for no effect and ±100 for the full control effect; nearly all actives have a fitted effect of over 65% in size
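Rat TrxR1 (90 nM in the dispensed reagent) was pre-reduced with 400 uM NADPH for 5 min at room temperature, then incubated with compound for 15 min. After 400 uM selenite was added, NADPH fluorescence (Ex 340/Em 450 nm) was followed for 8 min.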
12-LOX inh: inhibitors of human 12S-lipoxygenase ALOX12; Potency, µM (titrated, usually from 108 µM), for the others: at the top dose activity change, negative = inhibition, usual class: inhibitors; purified 12hLO, xylenol orange hydroperoxide absorbance; P18054; 1.1% of 580,000 active; also: % is scaled to controls: 0 for no effect and ±100 for the full control effect
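Purified human 12hLO at 150 nM in 25 mM Hepes, 0.01% Triton X-100, pH 7.0, preincubated 15 min at room temperature with compound. Reaction started with 40 uM arachidonic acid, 30 min at room temperature. Hydroperoxide measured by Fe-xylenol orange, 573/405 nm absorbance ratio.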
Pin1 inh: human Pin1 inhibition | Q13526 | Pin1 FP peptide displacement, HiFluor488, 10 min | Potency, µM (top dose mostly 115 µM), for the others: at the highest dose activity, negative = inhibition, actives largely listed as inhibitors | 0.009% of 390,000 active; active = well fitted inhibition curve with a large enough effect in the polarisation, with a control signal flat, not every such curve was filed as active; inconclusive = small, poorly fitted or top-dose-only effect, or effect the other way, or a change in a side signal; inactive = no such curve, though single readings can be large or run the other way; the % refers to the polarisation; also: % is scaled to controls: 0 for no effect and ±100 for the full control effect
ERG-DNA inh: ERG Ets/DNA interaction inhibition | 0.028% of 370,000 active | Potency, µM (titrated, usually from 76.9 µM), for the others: top-dose FP activity, negative = inhibition, usual class: inhibitors | fluorescence polarization, His-ERG Ets domain / labelled DNA | AID 624246 | P11308; active = well fitted inhibition curve with a large enough effect in the polarisation, with a control signal flat; inconclusive = small, poorly fitted or top-dose-only effect, or effect the other way, or a change in a side signal; inactive = no such curve, though single readings can be large or run the other way; the % refers to the polarisation;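 also: polarization taken with two DNA probes labelled with fluorescein and Texas red; % of control where 0% means no effect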
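His-tagged ERG Ets domain (1 uM in the protein solution; 300mM KCl, 50mM Tris-HCl, 1mM EDTA, 1mM DTT, pH 7.5) received compound, then a probe mix of 5 nM fluorescein-DNA and 100nM Texas-615-DNA. Fluorescence polarization was read for both dyes.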
RGS4 inhibitor: inhibitors of human regulator of G protein signaling 4 | Transcreener GDP fluorescence polarization, RGS4-accelerated GTP hydrolysis | P49798 | 0.039% of 390,000 active | Potency, µM (titrated, usually from 114 µM), for inactives: at the top dose activity change, negative = inhibition, actives largely listed as inhibitors; also: % is scaled to controls: 0 for no effect and ±100 for the full control effect; nearly all actives have a fitted effect of over 75% in size; some results filed as inactive show a strong effect at the top dose
Target sequence (P49798 whole entry, looked up): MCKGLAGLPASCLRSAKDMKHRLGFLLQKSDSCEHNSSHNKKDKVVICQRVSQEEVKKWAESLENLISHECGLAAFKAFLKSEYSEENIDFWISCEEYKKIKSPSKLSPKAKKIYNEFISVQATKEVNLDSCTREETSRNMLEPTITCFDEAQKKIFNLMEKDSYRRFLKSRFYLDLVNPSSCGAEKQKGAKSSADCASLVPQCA
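MLSMR compounds (23 nl, pin-transferred) preincubated 10 min at room temperature with a 500nM (2x) first reagent, then RGS4 at 900nM (2x) plus Transcreener GDP mix added; fluorescence polarization (620/688 nm) read before and after 90 min at 30 °C.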
PGK inhibitor: blocks T. brucei phosphoglycerate kinase; P07378; Potency, µM (top dose mostly 57.5 µM), inactives show at the highest dose activity change, negative = inhibition, most hits filed as inhibitors; AID 602233; PGK/GAPDH coupled, Kinase-Glo luminescence, 60 min; 0.043% of 380,000 active; also: % is scaled to controls: 0 for no effect and ±100 for the full control effect; nearly all actives have a fitted effect of over 60% in size
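Luminescent ATP detection (Kinase-Glo Plus) follows a 60-minute room-temperature incubation, with wells lacking PGK as controls. Buffer: 100 mM TEA (pH 7.6), 5 mM MgCl2, 0.01% Tween-20. Coupling enzyme GAPDH (100 nM final) supplies unstable 1,3-BPG in-well.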
An asterisk follows results filed as active; [ ] = remark or other dose. Unless noted, calls follow the shape of the dose curve; as a rule, active = well fitted curve in the direction sought with a large enough effect; inconclusive = small, poorly fitted or top-dose-only effect, or another doubt; inactive = no such curve, though single readings can be large; an effect the other way counts as inactive or inconclusive. Potency is read from the fitted curve at half-maximal effect. This is a subset. The share of hits here may be higher or lower than overall.

How did CC(=O)c1nn(-c2cccc(Br)c2)cc1C(=O)c1ccc(Cl)cc1 do in these assays?
GLS inhibitor: 0%; HP1b chromo inh: 35%; JMJD2A Tudor inh: -9%; TrxR1 inh: 8%; 12-LOX inh: -11%; Pin1 inh: 4%; ERG-DNA inh: 3%; RGS4 inhibitor: 30%; PGK inhibitor: 7%

What do the screens show for `O=C(Cn1nc(C(=O)O)c2ccccc2c1=O)Nc1cccc(S(=O)(=O)N2CCCCCC2)c1`?
GLS inhibitor: 3%; HP1b chromo inh: 21%; JMJD2A Tudor inh: -6%; TrxR1 inh: -9%[11.4 µM]; 12-LOX inh: -2%; Pin1 inh: -2%; ERG-DNA inh: 8%; RGS4 inhibitor: -17%; PGK inhibitor: 0%

Results for N#Cc1ccccc1OCCN1C(=O)c2ccccc2C1=O ?
GLS inhibitor: -3%; HP1b chromo inh: 38%[activator]; JMJD2A Tudor inh: -1%; TrxR1 inh: 26%[57.1 µM]; 12-LOX inh: 0%; Pin1 inh: -3%; ERG-DNA inh: 8%; RGS4 inhibitor: -13%; PGK inhibitor: -5%

How did Cc1ccc(Cn2ncn3c(cc4ccccc43)c2=O)cc1 do in these assays?
GLS inhibitor: -10%; HP1b chromo inh: 83%[activator]; JMJD2A Tudor inh: 28%; TrxR1 inh: -2%; 12-LOX inh: 0%; Pin1 inh: 5%; ERG-DNA inh: -10%; RGS4 inhibitor: -1%; PGK inhibitor: -7%

What do the screens show for `Cc1nc2c(-c3ccc(F)cc3)c(C)nn2c(C)c1CCC(=O)NCc1ccco1`?
GLS inhibitor: 0%; HP1b chromo inh: 36%; JMJD2A Tudor inh: -2%; TrxR1 inh: inconclusive; 12-LOX inh: 2%; Pin1 inh: 1%; ERG-DNA inh: 0%; RGS4 inhibitor: inconclusive; PGK inhibitor: 3%

How did O=C(OCc1ccc(F)cc1)c1ccc2ccccc2n1 do in these assays?
GLS inhibitor: -12%; HP1b chromo inh: 58%[activator]; JMJD2A Tudor inh: 31%; TrxR1 inh: 25%; 12-LOX inh: -9%; Pin1 inh: 9%; ERG-DNA inh: -3%; RGS4 inhibitor: 43%; PGK inhibitor: 1%

Results for COc1ccc(C(=O)/C=C2/C(=O)Nc3ccccc32)c(OC)c1 ?
GLS inhibitor: inconclusive; HP1b chromo inh: -33%; JMJD2A Tudor inh: -22%; TrxR1 inh: -75%; 12-LOX inh: inconclusive; Pin1 inh: 8%; ERG-DNA inh: 3%; RGS4 inhibitor: inconclusive; PGK inhibitor: 7%

What do the screens show for `CCC1=NN(C(=O)C(=O)NCCc2ccccc2)C(O)(C(F)(F)F)C1` (stereo unspecified)?
GLS inhibitor: 22%; HP1b chromo inh: 36%; JMJD2A Tudor inh: -4%; TrxR1 inh: 18%; 12-LOX inh: 9%; Pin1 inh: -1%; RGS4 inhibitor: 2%; PGK inhibitor: 1%

How did Cc1ccc(NC(=O)c2sccc2SCc2cccc(C(F)(F)F)c2)cc1 do in these assays?
GLS inhibitor: -11%; HP1b chromo inh: 144%; JMJD2A Tudor inh: 52%[activator]; TrxR1 inh: 22%; 12-LOX inh: inconclusive; Pin1 inh: inconclusive; ERG-DNA inh: 0%; RGS4 inhibitor: -28%; PGK inhibitor: -8%

How did O=C(Nc1ccccc1)c1ccccc1CC[N+](=O)[O-] do in these assays?
GLS inhibitor: 11%; HP1b chromo inh: 25%; JMJD2A Tudor inh: 12%; TrxR1 inh: 23%[57.1 µM]; 12-LOX inh: 0%; Pin1 inh: -2%; ERG-DNA inh: -1%; RGS4 inhibitor: -17%; PGK inhibitor: -4%

Results for O=C(COC(=O)c1ccc2c(c1)OCCO2)Nc1cc(S(=O)(=O)N2CCOCC2)ccc1Cl ?
GLS inhibitor: -1%; HP1b chromo inh: 27%; JMJD2A Tudor inh: 2%; TrxR1 inh: 14%; 12-LOX inh: -18%; Pin1 inh: 1%; ERG-DNA inh: -6%; RGS4 inhibitor: 1%; PGK inhibitor: inactive

How did Cc1ccc(-n2nnc(-c3cc4ccccc4n3C)n2)cc1 do in these assays?
GLS inhibitor: 6%; HP1b chromo inh: 68%[activator]; JMJD2A Tudor inh: -18%; TrxR1 inh: 2%; 12-LOX inh: inconclusive; Pin1 inh: 3%; ERG-DNA inh: 21%; RGS4 inhibitor: -19%; PGK inhibitor: 1%

What do the screens show for `CC1Cc2cc(S(=O)(=O)N3CCC(C(=O)N4CCN(c5ccccc5F)CC4)CC3)ccc2N1C(=O)C1CC1` (stereo unspecified)?
GLS inhibitor: 3%; HP1b chromo inh: 41%[activator]; JMJD2A Tudor inh: -20%; TrxR1 inh: 21%; 12-LOX inh: 1%; Pin1 inh: 11%; ERG-DNA inh: -3%; RGS4 inhibitor: 14%[11.4 µM]; PGK inhibitor: -9%

How did COc1ccccc1C(=O)CSc1nnc(-c2ccco2)o1 do in these assays?
GLS inhibitor: 7%; HP1b chromo inh: 42%[activator]; JMJD2A Tudor inh: -1%; TrxR1 inh: 2%; 12-LOX inh: 12%; Pin1 inh: 13%; ERG-DNA inh: 5%; RGS4 inhibitor: 1%; PGK inhibitor: 6%

Results for Cc1ccc(C(=O)Nc2c(N)nc(SCC(=O)Nc3cc(C)on3)[nH]c2=O)cc1 ?
GLS inhibitor: -13%; HP1b chromo inh: 17%; JMJD2A Tudor inh: -3%; TrxR1 inh: -11%; 12-LOX inh: -74%; Pin1 inh: 20%; ERG-DNA inh: -6%; RGS4 inhibitor: -3%; PGK inhibitor: 6%

What do the screens show for `COC(=O)CCNS(=O)(=O)c1ccc2nsnc2c1`?
GLS inhibitor: 2%; HP1b chromo inh: 33%; JMJD2A Tudor inh: -10%; TrxR1 inh: 5%; 12-LOX inh: -9%; Pin1 inh: 0%; ERG-DNA inh: 1%; RGS4 inhibitor: -6%; PGK inhibitor: 0%

How did O=C(NNC(=O)c1ccc[nH]1)Nc1cc(Cl)cc(Cl)c1 do in these assays?
GLS inhibitor: 14%; HP1b chromo inh: 11%; JMJD2A Tudor inh: -19%; TrxR1 inh: 27%; 12-LOX inh: 101%[activator]; Pin1 inh: 1%; ERG-DNA inh: -20%; RGS4 inhibitor: 4%; PGK inhibitor: -1%

Results for CC(=O)Nc1ccc(Nc2ccc3nonc3c2[N+](=O)[O-])cc1 ?
GLS inhibitor: 4%; HP1b chromo inh: 26%; JMJD2A Tudor inh: -18%; TrxR1 inh: -6%; 12-LOX inh: -15%; Pin1 inh: -14%; ERG-DNA inh: 1%; RGS4 inhibitor: 15%; PGK inhibitor: -3%

Results for COc1ccccc1NC(=O)c1nc(S(=O)(=O)Cc2ccccc2)ncc1Cl ?
GLS inhibitor: inconclusive; HP1b chromo inh: 7%[57 µM]; JMJD2A Tudor inh: -11%; TrxR1 inh: 3.5µM*; 12-LOX inh: 45%[activator]; Pin1 inh: 1%; ERG-DNA inh: 11%; RGS4 inhibitor: inconclusive; PGK inhibitor: inactive

What do the screens show for `Cc1ccc(CN(C(=O)COc2ccc(Cl)c(C)c2)c2ccccn2)o1`?
GLS inhibitor: 6%; HP1b chromo inh: 25%; JMJD2A Tudor inh: -3%; TrxR1 inh: -19%; 12-LOX inh: inconclusive; Pin1 inh: 2%; ERG-DNA inh: 2%; RGS4 inhibitor: -29%; PGK inhibitor: 8%

Results for CCOC(=O)N1CCC2(CC1)C(C#N)=C(N)OC1=C2C(=O)CCC1 ?
GLS inhibitor: 0%; HP1b chromo inh: 9%; JMJD2A Tudor inh: -12%; TrxR1 inh: -2%; 12-LOX inh: 0%; Pin1 inh: 1%; ERG-DNA inh: 4%; RGS4 inhibitor: 22%; PGK inhibitor: inactive

What do the screens show for `COc1ccccc1NC(=S)NNC(=O)c1ccc(O)cc1`?
GLS inhibitor: 22%; HP1b chromo inh: 43%[activator]; JMJD2A Tudor inh: -9%; TrxR1 inh: -12%; 12-LOX inh: -17%; Pin1 inh: 3%; ERG-DNA inh: 0%; RGS4 inhibitor: 3%; PGK inhibitor: 5%

How did CCOc1ccc(CNC(=O)CCCC(=O)n2nc(C)c3ccccc32)cc1 do in these assays?
GLS inhibitor: 3%; HP1b chromo inh: 44%[activator]; JMJD2A Tudor inh: -9%; TrxR1 inh: 25%[57.1 µM]; 12-LOX inh: -6%; Pin1 inh: 5%; ERG-DNA inh: -1%; RGS4 inhibitor: -8%[56.9 µM]; PGK inhibitor: -7%

How did C/C(O)=C(/C=NCC(=O)O)C(=O)Nc1nccs1 do in these assays?
GLS inhibitor: -4%; HP1b chromo inh: 24%; JMJD2A Tudor inh: 9%; TrxR1 inh: 3%[57.1 µM]; 12-LOX inh: 2%; Pin1 inh: 1%; ERG-DNA inh: -6%; RGS4 inhibitor: -9%; PGK inhibitor: inactive

What do the screens show for `CC1CC(C)CN(CC(O)COCc2ccccc2F)C1` (stereo unspecified)?
GLS inhibitor: 1%; HP1b chromo inh: 14%; JMJD2A Tudor inh: -1%; TrxR1 inh: 25%; 12-LOX inh: 1%; Pin1 inh: -13%; ERG-DNA inh: -3%; RGS4 inhibitor: -5%; PGK inhibitor: -1%

Results for Cn1c2ccccc2c2c(C(=O)O)cn(C3CCCC3)c(=O)c21 ?
GLS inhibitor: -12%; HP1b chromo inh: 45%[activator]; JMJD2A Tudor inh: -10%; TrxR1 inh: 11%; 12-LOX inh: 22%[57.4 µM]; Pin1 inh: 2%; ERG-DNA inh: 8%; RGS4 inhibitor: -1%; PGK inhibitor: inactive

Bioassay records (PubChem)
